NSD2 inh – inhibitors of human histone methyltransferase NSD2; O96028; NSD2 peptide methylation, AlphaScreen, 120 min; inhibition, % at 12.5 µM; 310,000 compounds, 0.54% hits; in the data active means inhibition above about 50%
Rtt109 Vps75 – inhibitors of Candida albicans Rtt109/Vps75 histone acetyltransferase; AID 540336; 330,000 compounds, 0.16% hits; inhibition, % at 34.9 µM; purified Rtt109/Vps75, ThioGlo CoA-SH fluorescence, 4 h;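 active means inhibition of at least 50% in every replicate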
Target sequence (Q5AAJ8 whole entry, looked up): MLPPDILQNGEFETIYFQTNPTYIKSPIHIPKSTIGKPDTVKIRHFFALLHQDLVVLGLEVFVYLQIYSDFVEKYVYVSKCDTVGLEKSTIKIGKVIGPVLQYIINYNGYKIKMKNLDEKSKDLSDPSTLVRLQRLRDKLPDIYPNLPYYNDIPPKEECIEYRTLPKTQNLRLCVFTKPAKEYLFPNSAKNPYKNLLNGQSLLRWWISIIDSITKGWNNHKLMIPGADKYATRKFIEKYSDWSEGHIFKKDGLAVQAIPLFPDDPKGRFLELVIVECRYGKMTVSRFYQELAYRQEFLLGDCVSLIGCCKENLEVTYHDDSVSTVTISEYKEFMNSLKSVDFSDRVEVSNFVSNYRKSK
PvdQ acylase – blocks Pseudomonas aeruginosa PvdQ acylase activity; purified PvdQ acylase, fluorescence plate reader; inhibition, % at 10 µM; 340,000 compounds, 0.063% hits; AID 488965; in the data active means inhibition above about 30%, passing the limit was not always enough;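 further: 0% = vehicle neutral wells and 100% = reference inhibitor wells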
SUMO Mot1 rescue – SUMOylation pathway inhibition by Mot1-301 growth rescue. S. cerevisiae Mot1-301 growth rescue, ATP luminescence, 38.5C; percent above DMSO median, 100 means doubled. growth rescue, % at 18.8 µM. 320,000 compounds, 1% hits. AID 2716;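 active means every valid replicate shows activation above 250% relative to neutral control wells; inactive means the rest, any valid replicate at or below 250%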;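 further: OY570 slx delta 5 strain wells were the positive control but not used for scaling; some compounds called inactive have numbers as strong as hits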
C-LANA FP – KSHV C-LANA DNA binding inhibition; inhibition, % at 9 µM; MBP-C-LANA/FAM-LBS DNA binding, fluorescence polarization; AID 504423; 340,000 compounds, 0.078% hits;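 active means highest replicate inhibition at or above 60% at 9 µM, even if other replicates fall short; inactive means all replicates below 60% inhibition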;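 further: 0% = neutral control wells and 100% = 4 µM acridine orange control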
dFosB activator – enhances mouse delta FosB homodimer DNA binding. purified delta FosB, TAMRA-CDK5 oligo fluorescence polarization; percent of positive-control signal above neutral wells. activation, % at 25 µM. 340,000 compounds, 0.99% hits. P13346;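 active means mean activation above about 17%, with every replicate also reaching it, limit read from the data, passing the limit was not always enough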;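 further: fluorescence polarization rise as delta FosB binds a TAMRA Cdk5 AP-1 oligo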
RTF Ca sens act – increases calcium sensitivity of human cardiac regulated thin filaments. 340,000 compounds, 0.24% hits. IANBD-labeled TnC RTF fluorescence at EC20 calcium; 0% EC20 calcium, 100% full calcium. P19429+P45379. AID 493008. activation, % at 7.2 µM;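 active means activation above the mean over all tested compounds plus 3 SD, cut at about 30% in these data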;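 further: rise in fluorescence read as greater calcium sensitivity of cardiac thin filaments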
CDK5 p35 inh – inhibitors of human CDK5/p35 kinase; AID 488839; 330,000 compounds, 0.01% hits; inhibition, % at 10 µM; Q00535+Q15078; Recombinant CDK5/p35, ADP-Glo luminescence, 60 min;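 active means highest replicate inhibition of at least 50% and at least 75% of replicates reaching 50%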;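 further: plate controls were DMSO neutral control for no effect and GW8510 at 10 µM for full effect; many of its hits are not listed in these tables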
Target sequence (Q00535 whole entry, looked up): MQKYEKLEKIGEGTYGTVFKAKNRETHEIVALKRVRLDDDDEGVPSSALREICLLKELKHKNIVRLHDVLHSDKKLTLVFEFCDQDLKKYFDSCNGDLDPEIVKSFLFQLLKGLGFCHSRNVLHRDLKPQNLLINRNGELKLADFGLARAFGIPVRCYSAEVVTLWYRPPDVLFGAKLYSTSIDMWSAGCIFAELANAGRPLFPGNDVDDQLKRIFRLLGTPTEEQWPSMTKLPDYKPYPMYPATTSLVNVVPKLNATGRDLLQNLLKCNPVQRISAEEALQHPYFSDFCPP
Target sequence (Q15078 whole entry, looked up): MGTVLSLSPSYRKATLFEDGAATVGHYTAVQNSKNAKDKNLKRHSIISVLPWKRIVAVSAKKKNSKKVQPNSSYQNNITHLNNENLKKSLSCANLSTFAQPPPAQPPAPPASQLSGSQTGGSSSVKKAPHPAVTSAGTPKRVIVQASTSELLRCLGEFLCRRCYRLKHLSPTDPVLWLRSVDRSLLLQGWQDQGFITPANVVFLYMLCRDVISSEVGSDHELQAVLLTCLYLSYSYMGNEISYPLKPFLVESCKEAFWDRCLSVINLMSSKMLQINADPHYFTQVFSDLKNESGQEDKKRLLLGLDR
RTF Ca sens inh – cardiac RTF calcium desensitization. P19429+P45379. IANBD-labeled cardiac RTF, Ca2+ fluorescence. inhibition, % at 7.15 µM. 340,000 compounds, 0.12% hits;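 active means inhibition above the mean inhibition of all tested compounds plus 3 SD, cut at about 17% in these data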;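 further: assay run at fixed EC70 calcium of 1.6 mM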
Keap1-Nrf2 PPI – disrupts human Keap1 binding to Nrf2 peptide | Q14145 | Keap1 Kelch-Nrf2 peptide fluorescence polarization, 1536-well | inhibition, % at 9.4 µM | 340,000 compounds, 0.15% hits | AID 504523; in the data active means inhibition above about 12%;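 further: human Keap1 Kelch domain with fluorescein labeled Nrf2 9mer peptide probe; 0% = neutral control wells and 100% = peptide positive control; higher means more block of Keap1 binding to Nrf2 peptide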
PfHsp90 yeast 2 – growth inhibition of yeast expressing Plasmodium Hsp90 | inhibition, % at 9.4 µM | AID 504621 | S. cerevisiae expressing PfHsp90, BacTiter-Glo ATP, 48 h; yeast lacking PDR1 and PDR3 efflux regulators | 310,000 compounds, 0.32% hits;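 active means every replicate shows inhibition above about 80%, whatever the replicate mean, limit read from the data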;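 further: 0% = DMSO neutral controls and 100% = 20 µM radicicol positive controls; yeast relying on Plasmodium falciparum Hsp90 in place of its own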
Numbers without * were called inactive; / = no result given. An unsorted share of the library; 3.2% or so of the library scored in one or more.

SMILES	NSD2 inh	Rtt109 Vps75	PvdQ acylase	SUMO Mot1 rescue	C-LANA FP	dFosB activator	RTF Ca sens act	CDK5 p35 inh	RTF Ca sens inh	Keap1-Nrf2 PPI	PfHsp90 yeast 2
CCCC(c1nnnn1Cc1ccco1)N1CCN(c2ccccc2)CC1 (centres undefined)	-9	-6	-1	1	-0.5	5	-3	-1.8	-1	3	-15
CCOc1ccc(NC2=NCC(=O)N2CCc2ccccc2)cc1	3	-2	-2	-23	1.6	4	-1	0.1	-2	3	-3
CN(C(=O)COC(=O)c1cnc(Cl)c(Cl)c1)C1CCCCC1	-4	4	1	-3	-0.9	-6	7	-1.9	3	1	/
CCOc1ccc(NC(=O)CSc2nnnn2-c2ccc(C(N)=O)cc2)cc1	2	4	-19	264*	1.8	8	0	2.2	-10	-1	0
CC(C)c1ccccc1OCC(=O)N1CCCCCCC1	0	2	-7	-7	2.2	0	-7	-1.9	-5	3	-22
COc1cccc(NS(=O)(=O)c2ccc3c(c2)NC(=O)C(C)S3)c1 (centres undefined)	-1	5	-18	-6	-0.1	-6	2	4.9	-2	3	11
CC1=C(C(=O)OCC(C)C)[C@]23C(=O)c4ccccc4[C@@]2(O1)OC(N)=C3C#N	2	8	-13	-1	-1.9	-15	2	-0.2	-3	5	18
CCOC(=O)C1=CSC2=NS(=O)(=O)CCN12	3	-1	-4	52	-1.5	-3	-5	0.6	-2	-2	-11
CCOc1ccc(NC(=O)CN2C(=O)C3CC=CCC3C2=O)cc1 (centres undefined)	-2	-2	-15	8	0.0	1	-1	0.8	0	-2	-1
CCc1nnc(NC(=O)c2ccc(S(=O)(=O)N3CCCCC3C)cc2)s1 (centres undefined)	-1	5	-2	15	0.6	-2	-3	-1.5	-2	1	-21
CCOC(=O)c1cc(-c2ccc(Cl)cc2)nc2c1c(C)nn2CCC#N	0	5	6	2	-1.2	-14	6	1.9	-12	-2	10
CN(c1ccccc1)S(=O)(=O)c1cccc(C(=O)NC2CCCCC2)c1	0	2	-14	-24	-0.3	-10	0	-0.3	-5	-5	/
C=CCNCCOc1cccc(Br)c1	17	/	8	8	-0.9	-6	3	2.9	-9	-6	3
Cn1c(SCC(=O)Nc2cccc(F)c2)nc2c(c1=O)SCC2	/	-6	-15	44	-0.5	2	0	-1.0	-3	-2	-3
COc1cccc(OC)c1C(=O)NC(C)C12CC3CC(CC(C3)C1)C2 (centres undefined)	1	6	5	-29	-0.1	-3	-10	-0.1	-2	0	-8
NNC(=O)c1cccc(COc2cccc(Br)c2)c1	-3	6	6	-7	-0.3	0	2	-0.1	-5	-1	22
COc1ccc(-n2c(C)cc(C(=O)Cn3nc(C(=O)O)c4ccccc4c3=O)c2C)cc1	0	2	4	1	1.2	1	3	1.3	-8	-8	-5
CO/C([O-])=N/c1c[n+](-c2ccc(Cl)cc2)no1	21	8	1	290*	-1.7	0	-2	1.3	-11	1	13
Cc1ccc2nc(NC(=O)c3ccco3)sc2c1	-2	-1	-16	-12	-1.5	-24	-3	0.4	-5	1	27
COc1ccc(NC(=O)CCNC(=O)Cn2cnc3ccccc3c2=O)cc1OC	-1	-16	-5	187	-1.2	0	4	-0.7	-21	-2	-55
CC1CCCN(C(=O)Cn2c(=O)oc3ccccc32)C1 (centres undefined)	-3	5	-7	-3	0.6	-7	-3	-0.4	-25	-1	11
O=Cc1ccc(OC(=O)CCCCC(=O)Oc2ccc(C=O)cc2)cc1	-2	-12	-6	228	0.1	-5	6	1.1	-7	0	9
CCOc1cc(N2CCOCC2)c(OCC)cc1NC(=O)COc1cccc(CC)c1	1	-9	-7	182	-2.4	-5	-6	1.0	3	-3	-2
O=[N+]([O-])c1ccc(Cl)cc1P(=O)(O)c1cc(Cl)ccc1[N+](=O)[O-]	0	0	-20	/	2.3	-54	-3	1.1	-9	-2	35
Cc1ccc(NC(=O)c2ccsc2)cc1NS(C)(=O)=O	-3	/	-15	0	-1.7	-4	3	1.7	-6	-4	-6
Cc1cc2cc(C(c3nnnn3Cc3ccco3)N3CCc4ccccc43)c(=O)[nH]c2cc1C (centres undefined)	3	-7	-2	-16	-1.2	12	4	-0.3	-7	1	22
O=C(COc1ccccc1F)NCc1ccc(-n2cccc2)cc1	-1	-1	-9	8	0.6	-5	-5	-4.0	-5	-3	3
Cc1ccccc1Cn1c2ccccc2c2cnn(CC(=O)NCc3ccccn3)c(=O)c21	-6	-19	-7	10	-0.7	7	4	-0.4	-14	2	1
COC(=O)CSc1nc2cc3c(cc2cc1C)OCCO3	21	9	1	-3	0.1	-1	3	-1.1	-2	-1	-8
COc1ccc(OC)c(C2C(C(N)=O)=C(C)Nc3nc(-c4cccc(Cl)c4)nn32)c1 (centres undefined)	-2	-4	13	92	0.3	-8	1	1.1	9	0	/
COCC(=O)N/N=C(\C)CC(=O)NCc1ccco1	0	-2	-4	7	-0.4	-8	3	0.4	-24	-4	-7
COc1ccc(CNC(=O)CCCSc2ccccc2)cc1	3	-16	-9	-17	-1.1	-5	5	-3.2	-3	-2	-24
O=C(Nc1cccc(-c2nn[nH]n2)c1)c1cccs1	2	-24	-6	-10	-0.1	-11	-4	1.0	-11	-2	28
CCCCOC(=O)CSC1=C(C#N)C(c2cccnc2)C(C(=O)OCC)=C(c2ccccc2)N1 (centres undefined)	1	20	-2	-2	0.9	-7	0	0.1	-6	-3	6
Cc1ccc(-n2nnnc2-c2nc3ccccc3s2)cc1	0	-3	-12	10	-0.2	-4	-1	0.5	-3	-3	3
O=C(CCCCCNC(=O)N1CCn2c1nc1ccccc12)NCc1ccccc1Cl	-1	-2	-5	1	1.2	-9	4	0.3	-5	-6	11
O=C(CCN1C(=O)/C(=C/c2ccc(F)cc2)SC1=S)NCCCn1ccnc1	7	17	-7	5	-1.2	-4	3	-1.6	-12	-5	10
Cc1nnsc1C(=O)N/N=C/c1ccc2ccccc2c1O	-1	-5	-10	4	-0.5	-2	6	0.7	-11	4	-9
COc1ccc(Nc2nc(C)cc(C)c2C(N)=O)c(OC)c1	-2	5	7	10	2.2	11	3	0.2	4	3	4
O=C(Cn1ccnc1)c1ccc(O)c(O)c1	/	-6	-4	-9	3.6	-13	2	1.3	-14	-6	2
CCCCC(c1nnnn1CC1CCCO1)N1CCN(c2ccccc2)CC1 (centres undefined)	-3	2	-5	2	-1.4	-3	-11	-1.8	1	4	17
O=S(=O)(/C=C/c1ccccc1)NC1CCCCCCC1	-2	-13	-1	328*	-0.2	-3	-2	-4.1	7	-1	88*
O=c1cc(CN2CCN(c3ccc(F)cc3)CC2)nc2sccn12	1	2	0	-2	4.6	11	2	-0.7	-20	5	1
CCc1ccc(N2CN=c3s/c(=C\c4ccccc4)c(=O)n3C2)cc1	61*	-3	-4	-17	0.6	1	3	-2.6	-5	-5	1
Cc1ccc2nc(C3CCCCC3)[nH]c2c1	-2	-2	-12	1	-1.9	0	-1	1.0	-3	-3	-8
CCC(C)NC(=O)Cn1cc2c(n1)CCC(C)C2 (centres undefined)	/	1	-20	1	-1.2	-2	5	-6.8	2	-6	/
Oc1ccc(C(=S)N2CCCCC2)cc1Cl	35	4	-5	-4	-0.4	-2	2	1.3	-5	3	/
N#Cc1nc(-c2cccs2)oc1NCCc1ccccc1	/	-1	-9	-15	-0.2	-2	-5	-0.9	7	2	/
Clc1ccc(COn2ccnc2)cc1Cl	2	-3	-3	/	0.3	-4	11	-3.0	5	2	-8
CN(C)S(=O)(=O)c1ccc(N2CCCC2)c(C(=O)OCC(=O)N2CCN(c3ccccc3)CC2)c1	1	11	8	42	-1.1	1	-1	0.2	-10	-1	-23

Following part
SMILES	NSD2 inh	Rtt109 Vps75	PvdQ acylase	SUMO Mot1 rescue	C-LANA FP	dFosB activator	RTF Ca sens act	CDK5 p35 inh	RTF Ca sens inh	Keap1-Nrf2 PPI	PfHsp90 yeast 2
CCOC(=O)N1CCN(S(=O)(=O)c2cc(OCC(N)=O)c(C)cc2Cl)CC1	-4	-2	-4	-5	2.8	-2	-8	-0.9	-4	4	12
Cn1c(N)c(C(=O)COC(=O)COc2ccccc2Cl)c(=O)n(C)c1=O	0	2	3	/	0.2	-1	-7	-0.4	-2	2	/
COc1ccccc1-c1ccc(Nc2cccc(C(F)(F)F)c2)nn1	-3	-1	-8	11	-0.8	-3	-6	0.4	-5	-4	1
CC(=O)Nc1ccc(OCC(O)CN2CCN(S(=O)(=O)c3ccc(NC(C)=O)cc3)CC2)cc1 (centres undefined)	1	2	-15	-10	-0.3	-2	0	-6.8	4	-5	/

Ordered by count of non-hydrogen atoms (highest first): part of the list above.
SMILES	NSD2 inh	Rtt109 Vps75	PvdQ acylase	SUMO Mot1 rescue	C-LANA FP	dFosB activator	RTF Ca sens act	CDK5 p35 inh	RTF Ca sens inh	Keap1-Nrf2 PPI	PfHsp90 yeast 2
CC(=O)Nc1ccc(OCC(O)CN2CCN(S(=O)(=O)c3ccc(NC(C)=O)cc3)CC2)cc1 (centres undefined)	1	2	-15	-10	-0.3	-2	0	-6.8	4	-5	/
Cn1c(N)c(C(=O)COC(=O)COc2ccccc2Cl)c(=O)n(C)c1=O	0	2	3	/	0.2	-1	-7	-0.4	-2	2	/
N#Cc1nc(-c2cccs2)oc1NCCc1ccccc1	/	-1	-9	-15	-0.2	-2	-5	-0.9	7	2	/
CCC(C)NC(=O)Cn1cc2c(n1)CCC(C)C2 (centres undefined)	/	1	-20	1	-1.2	-2	5	-6.8	2	-6	/
Oc1ccc(C(=S)N2CCCCC2)cc1Cl	35	4	-5	-4	-0.4	-2	2	1.3	-5	3	/
Clc1ccc(COn2ccnc2)cc1Cl	2	-3	-3	/	0.3	-4	11	-3.0	5	2	-8

Assay outcomes from PubChem BioAssay.
